Screens as filed in PubChem.
B2AR arrestin: qHTS assay of beta-arrestin-biased ligands of beta2-adrenergic receptor | Beta-2 adrenergic receptor (Homo sapiens), P07550 | beta-arrestin recruitment to beta2AR, cell-based reporter | Potency, µM (top dose mostly 46.1 µM), inactives show at the highest dose activation, actives largely listed as activators | 330,000 compounds, 0.02% hits;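 further: potency means the concentration at half of the fitted maximal effect; 0% = DMSO controls and full agonism = EC100 isoproterenol or metaproterenol; nearly all actives have a fitted effect of over 65% in size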
USP2a block: qHTS Assay for Inhibitors of Ubiquitin-specific Protease USP2a Using CHOP2 as the Reporter. Ubiquitin carboxyl-terminal hydrolase 2 (Homo sapiens), O75604. USP2 core, Ub-CHOP2 coupled fluorogenic reporter, 485/531. Potency, µM (highest dose often 38.3 µM), for inactives: at the top dose activity change, negative = inhibition, usual class: inhibitors. 330,000 compounds, 0.01% hits;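 further: potency means the concentration at half of the fitted maximal effect; plate controls were DMSO wells for no effect and full inhibition by NEM control for full effect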
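Deubiquitinase activity read as fluorescence (485/531 nm) after Ub-CHOP2 cleavage activates the enterokinase reporter on its substrate; USP2 core 10nM, Ub-CHOP2 and substrate 25nM each, 30min compound preincubation then 60min RT; data normalized to NEM, curves fitted.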
GALK inh: qHTS Assay for Inhibitors of Human Galactokinase (GALK). P51570. Purified GALK, Kinase-Glo residual ATP luminescence. Potency, µM (series often up to 57.5 µM), for inactives: at the top dose activity change, negative = inhibition, most hits filed as inhibitors. 270,000 compounds, 0.007% hits. AID 1868, 2009; further: potency means the concentration at half of the fitted maximal effect; on the % scale 0 is the no-effect control and ±100 the full control effect
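Luminescence from leftover ATP (Ultra-Glo luciferase/luciferin) served as read-out after a 1 h room-temperature reaction of 5 nM GALK with 35 uM ATP and 100 uM galactose.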
CXXC DNA block: qHTS Fluorescence Polarization Assay for Inhibitors of MLL CXXC domain - DNA interaction; Histone-lysine N-methyltransferase 2A (Homo sapiens), Q03164; 290,000 compounds, 0.037% hits; MLL-CXXC / FITC-HOXA9 DNA fluorescence polarization; Potency, µM (highest dose often 115 µM), for the others: at the top dose activity change, negative = inhibition, most hits filed as inhibitors; active means well fitted inhibition curve with a large enough effect in the polarisation, with a control signal flat, not every such curve was filed as active; inconclusive means small, poorly fitted or top-dose-only effect, or effect the other way, or a change in a side signal; inactive means no such curve, though single readings can be large or run the other way; the % refers to the polarisation; further: potency means the concentration at half of the fitted maximal effect
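Steps: dispense CXXC domain solution (7 uM) → pin compounds or unlabeled HOX-A9 DNA control → 5 min ambient → add FLSN-HOX-A9 solution (50 nM) → spin → 30 min ambient → fluorescence polarization. Tris pH 7.5/NaCl/DTT/BSA buffer.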
Giardia killer: Small Molecules that selectively kill Giardia lamblia: qHTS. Giardia lamblia trophozoite viability. activity change, % at 7.66 µM, hits read low. 340,000 compounds, 0.15% hits. AID 540267, 2011; in the data active means activity change below about -80%; inconclusive means between about -30% and that limit;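 further: parasites exposed to compound for two days anaerobically before the ATP read; on the % scale 0 is the no-effect control and ±100 the full control effect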
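Media and compound were dispensed first, then trophozoites at 100 cells/well; plates sat 48 hrs at 37 deg C without oxygen before ATP luminescence reagent was added and read after 15-30 min at room temperature.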
hERG WT inh: qHTS for Inhibitors of KCHN2 3.1: Wildtype qHTS; 340,000 compounds, 0.37% hits; Voltage-gated inwardly rectifying potassium channel KCNH2 (Homo sapiens), Q12809; U2OS, BacMam KCNH2, thallium flux FluxOr; stronger effect = lower value; activity change, % at 1.84 µM;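 active means maximum activity change below -70%; inconclusive means maximum activity change between -70% and -50%; inactive means maximum activity change above -50%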; further: on the % scale 0 is the no-effect control and ±100 the full control effect
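U2OS cells were transduced with wild-type KCNH2 virus (2.03 x 10^8 / mL) for 4 h at room temperature, then cultured overnight at 37 C. Thallium flux was read with FluxOr dye. Rate constants were normalized to DMSO controls.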
KCNH2 3.1 block: qHTS for Inhibitors of KCHN2 3.1: Mutant qHTS; Potassium voltage-gated channel subfamily H member 2, brain isoform KCNH2 3.1 (human); U2OS KCNH2 3.1, thallium flux FluxOr; stronger effect = lower value; activity change, % (tested at about 1.8 µM); 340,000 compounds, 0.95% hits; AID 720553, 2013;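 active means maximum activity change below -70%; inconclusive means maximum activity change from -70% to -50%; inactive means maximum activity change above -50%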;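 further: thallium influx rate constant from kinetic fluorescence after stimulation buffer; on the % scale 0 is the no-effect control and ±100 the full control effect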
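FluxOr-based Tl+ influx in U2OS cells transduced with KCNH2 3.1 virus; rate constants normalized to DMSO controls.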
Menin-MLL TR inh: qHTS Assay for Inhibitors Targeting the Menin-MLL Interaction in MLL Related Leukemias: Competition With Texas Red Labeled MLL-derived Mutant Peptide; Potency, µM (titrated, usually from 61.6 µM), without a hit: top-dose FP activity change, negative = inhibition, usual class: inhibitors; O00255; Menin + Texas Red MLL mutant peptide, fluorescence polarization; AID 1768, 2009; 270,000 compounds, 0.23% hits; active means well fitted inhibition curve with a large enough effect in the polarisation, with a control signal flat, not every such curve was filed as active; inconclusive means small, poorly fitted or top-dose-only effect, or effect the other way, or a change in a side signal; inactive means no such curve, though single readings can be large or run the other way; the % refers to the polarisation; further: potency means the concentration at half of the fitted maximal effect; % of control where 0% means no effect; many of its hits are not listed in these tables
TRPV1 ag: HTS Assay for Compounds that Act as Agonists of the Vanilloid Receptor 1; AID 540275, 2011; Transient receptor potential cation channel subfamily V member 1 (Homo sapiens), Q8NER1; activation, % at 8.33 µM; 320,000 compounds, 0.19% hits; TRPV1-expressing cells, Fluo-8 calcium influx, agonist mode; in the data active means activation above about 80%; inconclusive means between about 30% and that limit; further: 0% is about no effect
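Fluo-8 calcium influx in TRPV1-expressing cells, kinetic read (ex 480/em 520 nm). Compound added and read 3 min for agonist activity, followed by capsaicin at EC20 final and 2 min further read for enhancement.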
Coupling enz: qHTS Assay for Inhibitors of Fructose-1,6-bisphosphate Aldolase from Giardia Lamblia: Coupling assay counterscreen; 290,000 compounds, 0.67% hits; coupling enzyme system counterscreen, AmpLite Red fluorescence; activity change, negative = inhibition, % at 58.2 µM, hits read low; in the data active means activity change below about -30%; further: on the % scale 0 is the no-effect control and ±100 the full control effect
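Coupling enzymes only (glyceraldehyde-3-phosphate) + compound, at 57.5 uM final, 10 min RT; add substrate/coupling/AmpLite Red mix, 20 min RT; fluorescence ex 525/em 598 nm. Actives flag coupling-system interference.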
PKM2 activator: qHTS Assay for Activators of Human Muscle isoform 2 Pyruvate Kinase | Pyruvate kinase PKM (Homo sapiens), P14618 | purified PKM2, Kinase-Glo ATP luminescence, activation; response scale: 0% is enzyme alone, no compound | Potency, µM (top dose mostly 57.5 µM), inactives show at the highest dose activation, usual class: activators | 260,000 compounds, 0.34% hits; further: potency means the concentration at half of the fitted maximal effect; on the % scale 0 is the no-effect control and ±100 the full control effect; nearly all actives have a fitted effect of over 55% in size
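Purified hPK-M2 (>95% pure) converted ADP (0.1 mM final) to ATP with 0.5 mM PEP in 50 mM imidazole pH7.2, KCl, MgCl2, Tween 20, BSA; 1 h at room temperature. ATP detected by Kinase-Glo luminescence.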
The depositor's hits bear a star; ? = inconclusive; . = no result given; [ ] = remark or other dose. Unless noted, the call rests on the fitted dose curve; in most records, active means well fitted curve in the direction sought with a large enough effect; inconclusive means small, poorly fitted or top-dose-only effect, or another doubt; inactive means no such curve, though single readings can be large; an effect the other way counts as inactive or inconclusive. Only part of the results is shown, so the mix of outcomes need not match the whole.

No.	SMILES	B2AR arrestin	USP2a block	GALK inh	CXXC DNA block	Giardia killer	hERG WT inh
1	CCOC(=O)c1cc(C(C)=O)c(=O)n(C)c1N	0.1%	1%	1%	-9%	9	0
2	CSC1=N/C(=C\c2ccc(C)o2)C(=O)S1	0.3%	2%	2%	1%	-3	0
3	COc1ccc(/C=N/NC(=O)c2cccc([N+](=O)[O-])c2)cc1OC	-0.2%	4%	2%	0%	15	5
4	C=CCn1c(=N)n(CC(=O)c2ccc(Br)s2)c2ccccc21	-0.4%	-11%	3%	-11%	7	25
5	Cc1c(Cl)ccc(S(=O)(=O)Nc2cccnc2)c1Cl	-0.9%	3%	-2%	0%	10	-7
6	CCc1ccc(NC(=O)CS(=O)CC(=O)N2CCN(c3ccccc3F)CC2)cc1 (stereo not given)	-0.9%	1%	-1%	1%	2	-7
7	O=C(Nc1ccccc1N1CCCC1)C1CC(=O)N(Cc2ccccc2)C1 (stereo not given)	-0.2%	1%	.	.	-5	5
8	O=C(CSc1ncccc1C(=O)O)c1cccc(C(F)(F)F)c1	-0.1%	2%	12%	-1%	-1	-4
9	Cc1cccc(-c2nc(CN3CCCC(C(=O)NC4CCCCC4)C3)c(C)o2)c1 (stereo not given)	-0.3%	0%	-2%	-3%	-21	28
10	COc1ccc(NC(=O)C2CCCN2C(=O)OCc2ccccc2)cc1 (stereo not given)	-1.0%	-2%	2%	2%	8	-2
11	Cc1csc(=O)n1CC(=O)OCC(=O)NNC(=O)c1ccc(Cl)cc1	0.3%	1%	.	.	-4	0
12	COc1ccc(CNC(=O)C(c2cccc(C)c2)N(C(=O)c2csnn2)C2CC2)cc1 (stereo not given)	0.0%	5%	-2%	9%	4	-2

No.	KCNH2 3.1 block	Menin-MLL TR inh	TRPV1 ag	Coupling enz	PKM2 activator
1	4	2%	-1	3	-1%
2	-2	?	-2	1	-3%
3	17	9%	3	0	-10%
4	-17	-6%	2	1	-7%
5	5	4%	4	8	.
6	-6	17%	0	3	-2%
7	2	.	15	.	.
8	-7	-1%	3	9	3%
9	1	?	23	3	-2%
10	0	.	3	2	-2%
11	-2	.	1	.	.
12	-9	-25%	3	4	-2%

Part of the list above with just Coupling enz, hERG WT inh and TRPV1 ag.
| # | Molecule | Coupling enz | hERG WT inh | TRPV1 ag |
| --- | --- | --- | --- | --- |
| 6 | CCc1ccc(NC(=O)CS(=O)CC(=O)N2CCN(c3ccccc3F)CC2)cc1 (stereo not given) | 3 | -7 | 0 |
| 7 | O=C(Nc1ccccc1N1CCCC1)C1CC(=O)N(Cc2ccccc2)C1 (stereo not given) | . | 5 | 15 |
| 8 | O=C(CSc1ncccc1C(=O)O)c1cccc(C(F)(F)F)c1 | 9 | -4 | 3 |

More compounds:
No.	SMILES	B2AR arrestin	USP2a block	GALK inh	CXXC DNA block	Giardia killer	hERG WT inh
13	CC(C)CCNC(=O)C(c1ccc(O)cc1)N(Cc1ccco1)C(=O)CCC(=O)Nc1nccs1 (stereo not given)	0.0%	-1%	0%	33%[activator]	9	-1
14	Cc1noc(C)c1C(=O)OCC(=O)Nc1ncc(Cl)c(C)c1Cl	-0.1%	1%	.	.	-7	-13
15	Cc1ccc(N2CC(c3nc4ccccc4[nH]3)CC2=O)c(C)c1 (stereo not given)	-0.6%	2%	-3%	-6%	17	1
16	O=C(Nc1nccs1)c1ccc(CSc2nnnn2-c2ccccc2)cc1	-0.2%	-2%	2%	-3%	6	-35
17	CC1C(=O)N2CCCc3cc(NC(=O)C(=O)NCCc4ccc(F)cc4)cc1c32 (stereo not given)	0.5%	0%	.	.	-7	-6
18	CCCNc1ccc(S(=O)(=O)N(C(C)C)C(C)C)cn1	-0.2%	4%	0%	4%	6	6
19	N=c1c(C(=O)NCc2ccc(F)cc2)cc2c(=O)n3ccccc3nc2n1CCCN1CCOCC1	-0.4%	1%	0%	-9%	4	-8
20	CCCn1c(SCC#N)nc2c(c1=O)C1(CCCC1)Cc1ccccc1-2	0.3%	4%	0%	4%	-4	-7
21	Cc1ccc(NC(=O)c2ccc3nc[nH]c3c2)nc1	0.2%	0%	-2%	0%	?	-21
22	Cc1ccc(C(=O)CCC(=O)Nc2ncccc2O)cc1	-0.4%	-2%	.	.	10	2
23	CCc1nnc(NC(=O)C2CCCN(C(=O)c3ccc(Cl)cc3)C2)s1 (stereo not given)	0.2%	2%	.	.	-11	0
24	O=C(N/N=C/c1ccco1)c1ccc(Br)o1	0.0%	2%	-3%	-3%	-1	-8

No.	KCNH2 3.1 block	Menin-MLL TR inh	TRPV1 ag	Coupling enz	PKM2 activator
13	-1	6%	0	0	5%
14	18	.	.	.	.
15	-12	2%	0	-1	-13%
16	-4	?	-2	1	-5%
17	-15	.	-2	.	.
18	0	-1%	-3	-4	-17%
19	-17	-8%	-2	-1	-4%
20	-2	?	14	-2	-3%
21	3	.	-1	.	2%
22	0	.	2	.	.
23	19	.	1	.	.
24	7	3%	3	1	-1%

Next records
No.	SMILES	B2AR arrestin	USP2a block	GALK inh	CXXC DNA block	Giardia killer	hERG WT inh
25	COc1ccc(Nc2nc(NCc3ccco3)nc(N)c2[N+](=O)[O-])cc1	-0.1%	-4%	.	-17%	-2	5
26	CCOC(=O)N1CCC(=NNc2nc3ccccc3s2)CC1	-0.2%	11%	-1%	-2%	-21	-9
27	O=c1oc2ccccc2cc1NCc1ccccc1O	0.2%	1%	-1%	-6%	-7	-2
28	Cc1cccc(C)c1NC(=O)CN(C)C(C)C(=O)NCC(=O)Nc1ccc(F)c(F)c1F (stereo not given)	0.1%	0%	.	.	16	5
29	CC1=C(C(=O)OC(C)(C)C)C(c2ccco2)C(C#N)=C(N)O1 (stereo not given)	0.2%	-1%	3%	-5%	-3	17
30	COc1ccc(NC(=S)N2CCCC2)cc1	-1.6%	0%	3%	-3%	-22	-2
31	O=C(NCC1CCCO1)c1c(O)c2cccc3c2n(c1=O)CCC3 (stereo not given)	-0.7%	6%	2%	-5%	2	-5
32	O=C(NCc1nc2ccccc2[nH]1)C1=C[C@H](c2ccc(Br)cc2)C[C@H](OCc2ccc(CO)cc2)O1	-0.5%	3%	5%	-4%	4	-4
33	O=C(/C=C/c1ccccc1)Oc1ccc(C(=S)N2CCOCC2)cc1	0.2%	4%	-1%	23%	7	6
34	Cc1ccc(C)c(Oc2cc(NN3CCCCC3)c([N+](=O)[O-])cc2[N+](=O)[O-])c1	-1.1%	1%	.	6%	-13	-12
35	CC(=O)N1CCC(C(=O)c2ccc(Cl)cc2)CC1	0.0%	4%	2%	-1%	-5	9
36	COc1cnc(-c2ccccc2)nc1OC	-0.3%	0%	6%	?	5	-2
37	CCOc1ccccc1NC(=O)NC(=O)N(C)S(C)(=O)=O	-0.1%	-2%	-2%	17%	12	1
38	O=C(Nc1nnc(S(=O)(=O)N2CCOCC2)s1)c1cccc(Br)c1	-0.9%	4%	?	9%	-27	8
39	COc1ccc(OCCC(=O)NCC23CC4CC(CC(C4)C2)C3)cc1	-0.6%	-1%	0%	-11%	21	12

No.	KCNH2 3.1 block	Menin-MLL TR inh	TRPV1 ag	Coupling enz	PKM2 activator
25	6	.	1	2	-39%
26	1	.	2	0	-1%
27	-1	?	?	1	15%
28	12	.	-2	.	.
29	-1	5%	5	-3	4%
30	5	-10%	2	0	3%
31	0	-2%	-4	-4	0%
32	-22	0%	-1	-1	-10%
33	11	0%	-1	1	5%
34	6	-3%	22	4	-12%
35	7	-1%	12	0	-5%
36	2	-1%	-8	5	-16%
37	11	?	-2	-4	17%
38	0	?	12	-29	-6%
39	3	-5%	?	1	-8%
